# Screening data (PubChem BioAssay)
# dFosB act = activators of delta FosB homodimer, primary screen, biochemical, fluorescence polarization, TAMRA-CDK5 oligo, single point. Protein FosB (Mus musculus), P13346. purified delta FosB; percent of positive-control signal above neutral wells. activation, % at 25 µM. actives 0.99% (n = 340,000). AID 493131, 2011;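 active means mean activation above about 17%, with every replicate also reaching it, limit read from the data, passing the limit was not always enough; inconclusive means only one of the two conditions met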;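 further: fluorescence polarization rise as delta FosB binds a TAMRA Cdk5 AP-1 oligo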
# MITF TRPM1 HTS = activators of MITF-driven TRPM1 promoter reporter, primary screen, cell-based, SK-MEL-5, luciferase, single point; actives 0.75% (n = 300,000); activation, % at 12.5 µM; SK-MEL-5 TRPM1-promoter luciferase, 24 h; % of positive control, neutral wells = 0; AID 588334, 2011;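 active means mean activation of at least 80% with every replicate also reaching 80%; inconclusive means mean reaches 80% but some replicate falls short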;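 further: 0% = neutral control wells and 100% = parthenolide positive control wells; values of inactives mirror those of a sister screen read the other way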
# SR-BI uptake up = activators of SR-BI mediated DiI-HDL uptake, primary screen, ldlA[mSR-BI] CHO cells, DiI fluorescence | 3 h; 100 = double the neutral-control signal | activation, % at 12.5 µM | actives 0.096% (n = 320,000) | AID 504775, 2011;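 active means mean replicate activation of at least 60% and every replicate at or above 60%; inconclusive means mean or all-replicate condition met, but not both; inactive means mean below 60% and not all replicates reaching 60%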;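 further: 0% = median plate neutral-control signal and 100% = twice that signal; values of inactives mirror those of a sister screen read the other way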
#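 System: CHO ldlA[mSR-BI] cells / Medium: HEPES-buffered (25 mM, pH 7.4) F12 plus 0.5% BSA / Probe or stimulus: labelled HDL, 10 µg/mL / Doses: single compound concentration, delivered by pin transfer / Schedule: 3 h, 37 °C / Measured by: DiI fluorescence, bottom read / Measure: cell-associated DiI fluorescence as measure of HDL uptake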
# NSD2 inh = NSD2 histone methyltransferase inhibitors, primary screen, biochemical, AlphaScreen, single concentration, set 2; inhibition, % at 12.5 µM; actives 0.54% (n = 310,000); NSD2 peptide methylation, 120 min; Histone-lysine N-methyltransferase NSD2 (Homo sapiens), O96028; in the data active means inhibition above about 50%
# SR-BI HDL uptake = inhibitors of SR-BI mediated HDL lipid uptake, primary screen, ldlA[mSR-BI] cells, fluorescence, single point; Scavenger receptor class B member 1 (Mus musculus), Q61009; ldlA[mSR-BI] CHO cells, DiI-HDL uptake fluorescence, 3 h; inhibition, % at 12.5 µM; actives 0.96% (n = 320,000); AID 488896, 2010;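 active means mean replicate inhibition of at least 70% and a set share of replicates each scoring 70 or more; inconclusive means meets just one of the two criteria; inactive means fails both criteria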;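 further: 0% = median of neutral control wells and 100% = median of positive control wells; values of inactives mirror those of a sister screen read the other way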
# Target sequence (Q61009 whole entry, looked up): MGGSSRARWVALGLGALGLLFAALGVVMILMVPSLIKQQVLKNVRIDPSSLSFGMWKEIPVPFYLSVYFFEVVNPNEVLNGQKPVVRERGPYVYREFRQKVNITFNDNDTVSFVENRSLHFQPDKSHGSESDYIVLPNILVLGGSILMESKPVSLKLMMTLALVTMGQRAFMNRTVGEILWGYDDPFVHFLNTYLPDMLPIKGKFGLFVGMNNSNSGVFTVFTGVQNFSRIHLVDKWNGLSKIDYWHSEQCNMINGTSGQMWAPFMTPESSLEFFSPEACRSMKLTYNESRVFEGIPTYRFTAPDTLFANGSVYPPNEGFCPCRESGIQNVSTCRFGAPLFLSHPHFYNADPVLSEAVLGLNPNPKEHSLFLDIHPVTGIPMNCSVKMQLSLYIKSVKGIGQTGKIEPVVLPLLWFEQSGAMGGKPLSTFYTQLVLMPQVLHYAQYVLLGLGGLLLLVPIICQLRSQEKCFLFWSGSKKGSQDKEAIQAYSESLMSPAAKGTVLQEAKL
# PKA-R2B act = activators of PKA-R2B holoenzyme, primary screen, biochemical, fluorescence polarization, Cy5-IP20, human. cAMP-dependent protein kinase catalytic subunit beta (Homo sapiens) + cAMP-dependent …. PKA-R2B holoenzyme dissociation; R2B truncated from residue 108, S112A mutant; 0% DMSO only, 100% 113 µM cGMP. activation, % at 11.4 µM. actives 0.079% (n = 340,000);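 active means activation above a cutoff set at the mean over all compounds plus 3 SD, cut at about 18% in these data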;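 further: higher means more holoenzyme dissociation and a rise in polarization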
# PKA-R1A activ = activators of PKA-R1A holoenzyme, primary screen, biochemical, fluorescence polarization, Cy5-IP20, bovine R1A, mouse PKAc; cAMP-dependent protein kinase type I-alpha regulatory subunit (Bos taurus) + …; PKA-R1A dissociation; scaled: DMSO 0%, 113 µM cGMP 100%; activation, % at 11.4 µM; actives 0.083% (n = 340,000); AID 504707, 2011;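 active means percent activation above the mean of all tested compounds plus 3 SD, cut at about 19% in these data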;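 further: higher means more PKAc released from R1A so a rise in polarization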
# Arrestin-AP2 inh = inhibitors of beta-arrestin/AP2 binding, primary screen, biochemical, GPCR trafficking, flow cytometry. beta-arrestin 1 C-terminal peptide binding to AP2 beta2-adaptin appendage (human). actives 0.31% (n = 340,000). FITC-arrestin peptide / GST-AP2 beads; AP2 beta2 appendage carries R879A mutation. inhibition, % at 10 µM;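 active means inhibition above a set limit, near 3 SD of compounds lacking own fluorescence, cut at about 54% in these data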;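 further: plate controls were DMSO wells for no effect and 5 µM unlabelled arrestin peptide for full effect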
#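 System: GST-AP2 R879A glutathione beads; medium: PBS, Tween 20 0.05%, BSA 0.1%; reagent: fluorescein-tagged arrestin peptide at 50 nM final; schedule: pre-incubation 12 min, peptide binding 1 h, room temperature; detection: flow cytometry, FL1 (488/535 nm); read-out: inhibition as reduced fluorescein signal on beads, percent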
# Pemphigus Ab inh = inhibitors of pemphigus antibody binding to DSG3, primary screen, biochemical, bead-based, flow cytometry, scFv-GFP. Desmoglein-3 (Homo sapiens), P32926. DSG3-coupled beads, scFv-anti-DSG3-GFP binding; hits give low values. binding (percent of control), % at 10 µM. actives 0.48% (n = 310,000). AID 588358, 2011;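 active means binding more than 3 SD below its plate's average and above zero; inconclusive means below that plate limit but binding exactly zero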;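 further: hits lower antibody fragment binding to DSG3; some compounds called inactive have numbers as strong as hits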
# CDK5 inh = inhibitors of human CDK5/p35 kinase, primary screen, biochemical, single concentration; Recombinant CDK5/p35, ADP-Glo luminescence, 60 min; inhibition, % at 10 µM; Cyclin-dependent kinase 5 (Homo sapiens) + Cyclin-dependent kinase 5 activator 1 (Homo …; actives 0.01% (n = 330,000);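 active means highest replicate inhibition of at least 50% and at least 75% of replicates reaching 50%; inconclusive means only one of the two criteria met; inactive means both criteria failed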;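 further: plate controls were DMSO neutral control for no effect and GW8510 at 10 µM for full effect; many of its hits are not listed in these tables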
# Target sequence (Q00535 whole entry, looked up): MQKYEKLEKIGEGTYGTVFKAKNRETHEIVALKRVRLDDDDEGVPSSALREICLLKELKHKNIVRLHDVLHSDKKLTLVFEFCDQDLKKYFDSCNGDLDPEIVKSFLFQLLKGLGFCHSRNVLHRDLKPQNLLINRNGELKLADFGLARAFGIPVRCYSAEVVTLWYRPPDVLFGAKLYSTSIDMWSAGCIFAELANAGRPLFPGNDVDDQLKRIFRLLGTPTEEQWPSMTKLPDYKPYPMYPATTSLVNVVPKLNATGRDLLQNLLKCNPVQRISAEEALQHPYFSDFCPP
# Target sequence (Q15078 whole entry, looked up): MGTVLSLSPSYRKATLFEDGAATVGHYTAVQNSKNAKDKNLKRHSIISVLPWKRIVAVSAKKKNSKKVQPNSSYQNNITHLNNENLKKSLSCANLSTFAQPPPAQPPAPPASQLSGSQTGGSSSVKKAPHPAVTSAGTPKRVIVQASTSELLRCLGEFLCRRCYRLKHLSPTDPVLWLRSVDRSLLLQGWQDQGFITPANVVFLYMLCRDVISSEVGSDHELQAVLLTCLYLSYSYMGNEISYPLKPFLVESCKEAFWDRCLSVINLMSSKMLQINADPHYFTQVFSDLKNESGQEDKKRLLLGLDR
# Mot1-301 SUMO = yeast Mot1-301 growth rescue at high temperature, primary screen, SUMOylation pathway inhibitor project, S. cerevisiae, ATP luminescence, 38.5C. S. cerevisiae Mot1-301 growth rescue; percent above DMSO median, 100 means doubled. growth rescue, % at 18.8 µM. actives 1% (n = 320,000). AID 2716, 2010;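 active means every valid replicate shows activation above 250% relative to neutral control wells; inactive means the rest, any valid replicate at or below 250%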;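 further: OY570 slx delta 5 strain wells were the positive control but not used for scaling; some compounds called inactive have numbers as strong as hits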
# * = called active by the depositor; ? = inconclusive; . = not tested or not shown. Rows are unselected (roughly 4.7% active in at least one column).
SR-BI HDL uptake	MITF TRPM1 HTS	CDK5 inh	Pemphigus Ab inh	Arrestin-AP2 inh	PKA-R2B act	Mot1-301 SUMO	dFosB act	NSD2 inh	PKA-R1A activ	SR-BI uptake up	canonical_smiles
18	3	-3.1	85	0	3	-4	-10	1	-5	-18	COc1ccc(C(=O)NC(=S)NCc2cccnc2)cc1Br
3	-9	0.8	104	-1	9	-12	0	0	1	-3	CCOC(=O)N1CCN(CC(=O)N2c3ccccc3CC2C)CC1 (configuration not stated)
-8	13	.	93	19	-1	231	4	-2	2	8	N/C(=N\OC(=O)CCC1CCCC1)c1cccnc1
1	-12	-0.4	99	36	16	137	1	0	12	-1	CC(=O)NC12CC3CC(C1)CC(C(=O)N1CCN(S(=O)(=O)c4cccc(F)c4)CC1)(C3)C2
1	2	-1.8	113	14	-3	-6	-10	-2	20*	-1	CC(C)(C)S(=O)(=O)c1cnc(-c2ccccn2)nc1N
-7	90*	0.4	98	4	12	-14	-7	.	-3	7	COc1ccc2cc(CCNC(=O)c3cccs3)c(=O)[nH]c2c1
28	-4	-1.8	104	-3	-2	88	-13	6	1	-28	O=C(c1ccco1)N1CCN(C(=O)c2ccc(COc3ccc4c(c3)CCC4)o2)CC1
-1	-21	0.7	101	0	-3	-8	-9	-5	3	1	Cc1cc(C)c(Cc2c(C)nc3c(C(=O)NCc4ccco4)cnn3c2C)c(C)c1
-4	-24	-1.4	108	-2	-1	.	-12	0	-2	4	O=C(c1cc(-c2cccnc2)nc2ccccc12)N1CCN(S(=O)(=O)c2ccc(Cl)s2)CC1
25	6	0.0	102	-8	-17	-13	3	2	-5	-25	Nc1nc(COc2ccc(F)cc2)nc(N2CCCCC2)n1

SR-BI HDL uptake	MITF TRPM1 HTS	CDK5 inh	Pemphigus Ab inh	Arrestin-AP2 inh	PKA-R2B act	Mot1-301 SUMO	dFosB act	NSD2 inh	PKA-R1A activ	SR-BI uptake up	canonical_smiles
4	-3	-0.4	103	11	-15	5	1	0	1	-4	CC(=O)Nc1ccc(N2CCOCC2)c([N+](=O)[O-])c1
10	5	-3.9	106	9	-2	275	-6	4	0	-10	COc1ccc(NS(=O)(=O)c2cc(NC(=O)CC3CCCC3)ccc2N2CCOCC2)cc1
-19	-7	-0.4	100	14	-7	-16	-1	-1	4	19	COc1ccc(S(=O)(=O)N(CC(=O)NCC2CCCO2)Cc2ccccc2)cc1 (configuration not stated)
-4	6	0.4	97	13	6	50	-16	-3	5	4	Cc1cc(Cl)nc(Cl)c1C(=O)NCc1ccc(Cl)cc1
2	33	0.4	131	-21	-10	-23	3	2	-13	-2	NC1=NC(=O)/C(=C\C=C\c2ccccc2)S1
-12	-2	0.4	105	15	-4	7	-2	4	-3	12	CCOP(=O)(OCC)C(NC(=O)c1cc([N+](=O)[O-])cc([N+](=O)[O-])c1)C(F)(F)F (configuration not stated)
-4	5	3.0	106	-2	-9	7	-15	0	-5	4	CCC1(CC)NC(=O)N(CC(=O)OC(C)C(=O)Nc2ccc(Cl)cn2)C1=O (configuration not stated)
-265	-3	-2.6	85	2	-1	-5	11	-5	-5	?	Cc1ccc(C)c(NC(=O)C(Sc2nc3ccc(C)cc3[nH]2)c2ccccc2)c1 (configuration not stated)
.	-20	-5.2	101	37	-6	4	-10	-4	12	.	Cc1ccc(S(=O)c2ccc(NC(=O)C3CC3)cc2C#N)cc1 (configuration not stated)
44	-6	0.0	110	5	-13	-6	-3	.	1	-44	CCN1CCN(c2cc(C)c3cc(NC(=O)Cc4ccc(OC)c(OC)c4)ccc3n2)CC1

# Looked up above:
# `CCOP(=O)(OCC)C(NC(=O)c1cc([N+](=O)[O-])cc([N+](=O)[O-])c1)C(F)(F)F` (configuration not stated) – Pemphigus Ab inh = 105
# `Cc1ccc(S(=O)c2ccc(NC(=O)C3CC3)cc2C#N)cc1` (configuration not stated) – NSD2 inh = -4
# `Cc1ccc(C)c(NC(=O)C(Sc2nc3ccc(C)cc3[nH]2)c2ccccc2)c1` (configuration not stated) – Mot1-301 SUMO = -5

# (cont.)
SR-BI HDL uptake	MITF TRPM1 HTS	CDK5 inh	Pemphigus Ab inh	Arrestin-AP2 inh	PKA-R2B act	Mot1-301 SUMO	dFosB act	NSD2 inh	PKA-R1A activ	SR-BI uptake up	canonical_smiles
26	-10	-0.7	111	5	0	-1	15	-26	2	-26	Cc1cccc2c1-c1sc(C(=O)NCCCN3CCC(C)CC3)cc1CO2
-11	4	-2.0	109	-3	-14	164	1	0	-9	11	O=C(C1CCC1)N1CCc2cc(S(=O)(=O)NCc3cccnc3)ccc21
-12	7	2.0	89	19	2	-9	-8	-1	9	12	CC1CCCCC1NC(=O)Cn1c(=O)cnc2ccccc21 (configuration not stated)
.	0	0.7	101	1	-2	-6	-5	-2	-10	.	CCCc1nn(C)c2c(=O)[nH]c(-c3cc(S(=O)(=O)Nc4ccc(NC(C)=O)cc4)ccc3OCC)nc12
-17	.	-0.3	95	-9	3	2	2	-3	-11	17	O=C1N(Cc2ccccc2)c2ccc(Cl)cc2C12OCCO2
2	1	2.6	90	6	-6	38	-1	-2	-11	-2	CC(=O)NC1(c2ccccc2)CCN(c2nc(C)cc(C)n2)CC1
10	-1	1.0	99	8	-2	14	-2	6	-21	-10	O=S(=O)(c1cccc2nsnc12)N1CCN(c2ccc(F)cc2)CC1
-5	-6	-0.5	102	7	-5	-6	3	1	-8	5	Cc1nc2ccccc2nc(C)c1=NOCc1ccccc1Cl
3	9	-3.1	99	24	6	.	-11	13	-14	-3	O=C(Nc1ccccc1C(=O)N1CCCCCC1)c1cccc(S(=O)(=O)N2CCOCC2)c1
-12	6	-2.9	107	-9	2	-14	-2	-1	-5	12	COCCN1Cc2cccc(C(=O)NCc3cccs3)c2C1=O

SR-BI HDL uptake	MITF TRPM1 HTS	CDK5 inh	Pemphigus Ab inh	Arrestin-AP2 inh	PKA-R2B act	Mot1-301 SUMO	dFosB act	NSD2 inh	PKA-R1A activ	SR-BI uptake up	canonical_smiles
8	6	-0.3	.	-11	-4	2	-8	30	10	-8	CCn1nnc2cc(C(=O)OCC(=O)N(C)Cc3cccc(F)c3)ccc21
.	-11	0.5	112	-10	-2	8	-8	-2	-5	.	Cc1cc(N/C=C(\C#N)S(=O)(=O)c2ccc(Cl)cc2)nc(C)n1
38	68	0.9	105	-1	1	-10	-13	.	7	-38	CCCCCOC(=O)c1[nH]c2c(c1C)C(=O)C(C(=O)OC)C(C)C2 (configuration not stated)
-21	6	-1.4	98	-2	-1	-20	-7	.	2	21	CCN(CC)CCC(c1ccc2c(c1)OCO2)c1c(O)cc(OC)cc1OC (configuration not stated)
22	-5	0.1	124	11	-9	-1	0	-6	1	-22	CCC1CN(C(=O)NCc2ccccc2)c2ccccc2O1 (configuration not stated)
-21	-10	1.1	102	-14	-20	4	-6	1	-12	21	O=C(NC1CCCC1)C(c1ccccn1)N(C(=O)c1csnn1)c1ccccc1Br (configuration not stated)
-18	-7	-0.4	101	3	5	-3	3	.	-4	18	Cc1cccc(C(C)n2nnc3ccccc32)c1O (configuration not stated)
-2	9	-0.3	102	7	-3	-1	1	-2	-18	2	CC(=O)Cc1nsc(NC(=O)c2ccccc2)n1
-11	0	-2.5	104	1	-3	-10	7	3	-4	11	CCN1CCN(Cc2oc(CO)cc(=O)c2O)CC1
-51	-5	0.0	95	27	5	21	0	1	-9	51	CCOC(=O)Cc1csc(NS(=O)(=O)c2ccc([N+](=O)[O-])cc2)n1

SR-BI HDL uptake	MITF TRPM1 HTS	CDK5 inh	Pemphigus Ab inh	Arrestin-AP2 inh	PKA-R2B act	Mot1-301 SUMO	dFosB act	NSD2 inh	PKA-R1A activ	SR-BI uptake up	canonical_smiles
-19	11	1.2	105	-1	6	7	-12	1	-1	19	COc1ccc(C2NC(=S)N3C(c4ccc(OC)cc4)NC(=S)N23)cc1 (configuration not stated)
14	.	-0.9	99	18	-9	3	-3	-4	-9	-14	CCOC(=O)c1ccccc1NC(=O)c1c(F)c(F)c(F)c(F)c1F
-4	1	-1.3	102	1	11	-5	5	-4	0	4	COc1ccc(NC(=O)NNC(=O)COc2ccc3cc(Br)ccc3c2)cc1
-27	-5	-1.4	.	-3	1	-2	-23	0	5	27	Cc1ccc(S(=O)(=O)NC(CC(C)C)C(=O)N2CCN(C/C=C/c3ccccc3)CC2)cc1 (configuration not stated)

# An excerpt from above in order of SMILES length, rising:
SR-BI HDL uptake	MITF TRPM1 HTS	CDK5 inh	Pemphigus Ab inh	Arrestin-AP2 inh	PKA-R2B act	Mot1-301 SUMO	dFosB act	NSD2 inh	PKA-R1A activ	SR-BI uptake up	canonical_smiles
-11	0	-2.5	104	1	-3	-10	7	3	-4	11	CCN1CCN(Cc2oc(CO)cc(=O)c2O)CC1
-4	1	-1.3	102	1	11	-5	5	-4	0	4	COc1ccc(NC(=O)NNC(=O)COc2ccc3cc(Br)ccc3c2)cc1
-27	-5	-1.4	.	-3	1	-2	-23	0	5	27	Cc1ccc(S(=O)(=O)NC(CC(C)C)C(=O)N2CCN(C/C=C/c3ccccc3)CC2)cc1 (configuration not stated)
